Screens (PubChem)
MITF act – increases MITF-driven TRPM1 promoter luciferase signal. AID 588334. 300,000 compounds, 0.75% hits. SK-MEL-5 TRPM1-promoter luciferase, 24 h; % of positive control, neutral wells = 0. activation, % at 12.5 µM;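 active = mean activation of at least 80% with every replicate also reaching 80%; inconclusive = mean reaches 80% but some replicate falls short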;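 also: 0% = neutral control wells and 100% = parthenolide positive control wells; values of inactives mirror those of a sister screen read the other way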
Wnt bcat act – activators of Wnt/beta-catenin signaling; Wnt/beta-catenin reporter cell assay, activator, plate reader; activation, % at 9.35 µM; 300,000 compounds, 1.2% hits; AID 743398; in the data active = activation above about 30%, passing the limit was not always enough; inconclusive = no clear call, values can overlap the other calls;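 also: 0% = neutral control wells and 100% = positive control wells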
SR-BI HDL uptake – blocks mouse SR-BI lipid uptake from DiI-HDL. Q61009. ldlA[mSR-BI] CHO cells, DiI-HDL uptake fluorescence, 3 h. inhibition, % at 12.5 µM. 320,000 compounds, 0.96% hits. AID 488896;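 active = mean replicate inhibition of at least 70% and a set share of replicates each scoring 70 or more; inconclusive = meets just one of the two criteria; inactive = fails both criteria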;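 also: 0% = median of neutral control wells and 100% = median of positive control wells; values of inactives mirror those of a sister screen read the other way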
CDK5 p35 inh – blocks human CDK5/p35 kinase activity; Recombinant CDK5/p35, ADP-Glo luminescence, 60 min; Q00535+Q15078; 330,000 compounds, 0.01% hits; AID 488839; inhibition, % at 10 µM;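 active = highest replicate inhibition of at least 50% and at least 75% of replicates reaching 50%; inconclusive = only one of the two criteria met; inactive = both criteria failed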;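 also: plate controls were DMSO neutral control for no effect and GW8510 at 10 µM for full effect; many of its hits are not listed in these tables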
Target sequence (Q00535 whole entry, looked up): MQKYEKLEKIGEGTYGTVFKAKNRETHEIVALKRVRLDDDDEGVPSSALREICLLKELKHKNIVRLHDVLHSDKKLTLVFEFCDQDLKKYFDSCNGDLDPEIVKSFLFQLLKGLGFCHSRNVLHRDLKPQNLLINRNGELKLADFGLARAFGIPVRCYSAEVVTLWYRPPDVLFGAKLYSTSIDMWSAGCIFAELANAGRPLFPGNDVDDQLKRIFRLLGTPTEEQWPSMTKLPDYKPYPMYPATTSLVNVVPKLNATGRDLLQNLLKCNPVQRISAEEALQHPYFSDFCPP
Target sequence (Q15078 whole entry, looked up): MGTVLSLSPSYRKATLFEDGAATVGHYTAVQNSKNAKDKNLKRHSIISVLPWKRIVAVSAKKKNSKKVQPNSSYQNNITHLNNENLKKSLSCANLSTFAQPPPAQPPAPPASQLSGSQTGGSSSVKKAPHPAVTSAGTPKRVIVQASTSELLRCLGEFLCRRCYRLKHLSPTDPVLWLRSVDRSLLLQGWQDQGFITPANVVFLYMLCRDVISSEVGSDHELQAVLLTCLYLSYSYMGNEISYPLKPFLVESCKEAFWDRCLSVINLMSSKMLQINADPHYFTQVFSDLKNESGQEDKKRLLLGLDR
NSD2 HMT inh – blocks human histone methyltransferase NSD2; NSD2 peptide methylation, AlphaScreen, 120 min; inhibition, % at 12.5 µM; 310,000 compounds, 0.54% hits; AID 743445; in the data active = inhibition above about 50%
dFosB activator – activators of mouse delta FosB homodimer | P13346 | purified delta FosB, TAMRA-CDK5 oligo fluorescence polarization; percent of positive-control signal above neutral wells | activation, % at 25 µM | 340,000 compounds, 0.99% hits;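 active = mean activation above about 17%, with every replicate also reaching it, limit read from the data, passing the limit was not always enough; inconclusive = only one of the two conditions met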;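 also: fluorescence polarization rise as delta FosB binds a TAMRA Cdk5 AP-1 oligo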
Target sequence (P13346 whole entry, looked up): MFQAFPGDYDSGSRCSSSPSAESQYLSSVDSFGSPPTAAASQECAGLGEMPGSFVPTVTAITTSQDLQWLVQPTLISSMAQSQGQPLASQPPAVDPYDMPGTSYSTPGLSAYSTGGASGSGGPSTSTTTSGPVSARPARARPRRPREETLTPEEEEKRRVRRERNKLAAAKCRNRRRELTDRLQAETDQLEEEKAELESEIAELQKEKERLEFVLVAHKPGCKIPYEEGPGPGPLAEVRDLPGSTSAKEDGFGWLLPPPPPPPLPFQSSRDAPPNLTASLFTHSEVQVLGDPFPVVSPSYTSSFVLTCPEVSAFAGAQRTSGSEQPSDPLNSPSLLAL
HTR5A ag ctr – HTR5A agonism, opioid heterodimer counter-screen; 340,000 compounds, 0.61% hits; P47898; activation, % at 9.3 µM; HTR5A agonist assay, luminescence, cell-based; in the data active = activation mostly above about 9.5%, no sharp cut-off; inactive = mostly below about 7.6%;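 also: 0% = cells with vehicle only and 100% = reference agonist; strong numbers were not always called active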
HTR5A inv ag – HTR5A inverse agonism, opioid heterodimer counter-screen; HTR5A cell line, luminescence; inhibition, % at 9.3 µM; 340,000 compounds, 0.083% hits; AID 504634; in the data active = inhibition mostly above about 23%, no sharp cut-off; inactive = mostly below about 18%;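 also: 0% = cells with DMSO and 100% = no-cell wells with DMSO; some compounds called inactive have numbers as strong as hits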
PvdQ acylase – blocks Pseudomonas aeruginosa PvdQ acylase activity. 340,000 compounds, 0.063% hits. inhibition, % at 10 µM. AID 488965. purified PvdQ acylase, fluorescence plate reader; in the data active = inhibition above about 30%, passing the limit was not always enough; inconclusive = no clear call, values can overlap the other calls;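 also: 0% = vehicle neutral wells and 100% = reference inhibitor wells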
V-ATPase pH – alters yeast V-ATPase proton transport; 350,000 compounds, 0.37% hits; S. cerevisiae, pHLuorin cytosolic pH fluorescence; AID 504577; response, % at 10 µM; in the data active = response mostly above about 7.3%, no sharp cut-off; inactive = mostly below about 5.4%; also: actives read high; inactives centre near 0; some compounds called inactive have numbers as strong as hits; reference of the scale not given here
Starred values were filed as active, the others as inactive; ? = inconclusive; · = not tested or not shown.

SMILES	MITF act	Wnt bcat act	SR-BI HDL uptake	CDK5 p35 inh	NSD2 HMT inh	dFosB activator	HTR5A ag ctr	HTR5A inv ag	PvdQ acylase	V-ATPase pH
CC1(O)c2ccccc2C(=O)N1Cc1ccccc1 (centres undefined)	6	·	8	0.0	1	-5	2	-22	16	-1
COc1ccc(Cl)cc1C(=O)OCC(=O)Nc1sccc1C(N)=O	16	-4	19	-0.1	-1	-5	-1	3	-17	0
CC(C)(C)OC(=O)N1CCCC(C(=O)Nc2cccc(C(=O)NCCCc3ccccc3)c2)C1 (centres undefined)	4	-6	44	-0.1	·	-11	2	-8	-2	1
Nc1nc(CN2CCN(c3ccccc3F)CC2)nc(N2CCCc3ccccc32)n1	9	-4	-14	0.5	7	-10	-2	5	2	4
COc1cccc(COc2ccccc2C2Nc3ccc(Br)cc3C(=O)N2NC(=O)c2ccncc2)c1 (centres undefined)	12	·	10	1.5	0	-11	-9	21	-14	6
Cn1cc([N+](=O)[O-])c(C(=O)NC2CCCC2)n1	-6	-4	-11	0.5	0	4	-1	19	11	0
Cc1cccc(-c2noc(CN(C)C(=O)c3ccoc3C)n2)c1	4	0	-17	0.9	0	-6	-2	5	-10	-2
N/C(=N\OC(=O)C1CC1)c1ccc([N+](=O)[O-])s1	·	7	-13	-1.5	-1	-6	1	-3	-14	-1
Cc1ccc(Cl)cc1NC(=O)C(=O)N1CCCCC1	-3	2	-8	0.6	-1	3	4	-12	-4	-2
CC1CCN(c2c(NCc3ccc(C(=O)NCC4COc5ccccc5O4)cc3)c(=O)c2=O)CC1 (centres undefined)	-16	-2	-3	0.3	·	-3	2	-5	-8	-3
O=C(/C=C/c1ccc(O)c(O)c1)OC1C(O)CC(OC(=O)/C=C/c2ccc(O)c(O)c2)(C(=O)O)CC1O (centres undefined)	·	-3	-11	-0.4	66*	11	-1	5	-13	-2
CCOC(=O)c1ccc(NC(=O)Cn2c(-c3nonc3N)nc3ccccc32)cc1	-10	-2	-4	0.0	-1	15	·	·	-12	1
CCC(C)c1ccccc1NC(=O)C(C)N(C)Cc1cccc(OC)c1 (centres undefined)	9	-1	7	-0.3	-3	-17	2	-5	-9	-1
CC(C)(C)c1ccc(OCCC(=O)NCCc2ccc(S(N)(=O)=O)cc2)cc1	-11	1	-37	-1.0	-1	-7	-1	18	11	-3
O=C1NC(=O)c2cc(Oc3ccc([N+](=O)[O-])cc3)ccc21	-6	0	-4	1.0	-3	1	-2	-23	-17	-2
COc1ccc(CN2CCN(S(=O)(=O)c3ccccc3)CC2)cc1Br	·	·	2	-0.2	0	0	0	30	2	2
O=S(=O)(c1ccc(Oc2ccc(Cl)cc2)c(S(=O)(=O)N2CCCCC2)c1)N1CCCCC1	·	·	19	-0.1	0	1	0	-20	7	6
Cc1ccc2nc(CCl)[n+]([O-])c(-c3ccccc3)c2c1	3	0	-11	0.8	-1	7	2	-7	1	-1
Cc1ccc(-n2c(N)c(C(=O)Nc3c(C)n(C)n(-c4ccccc4)c3=O)c3nc4ccccc4nc32)cc1	1	-2	14	-0.8	-2	-8	3	-22	-5	3
O=C(CCN1C(=O)S/C(=C\c2ccc(F)cc2)C1=O)Nc1ccc(C(=O)O)c(O)c1	-10	0	-12	0.0	4	-6	3	-12	12	-1
COC(=O)c1ccccc1NC(=O)CSc1nc2c(c(=O)[nH]1)CCC2	-30	0	3	-2.5	-4	-3	-3	-14	3	13
C=CCNC(=O)C(C)N1c2cccc3cccc(c23)S1(=O)=O (centres undefined)	-6	0	-14	-0.1	-4	1	2	-8	-2	-1
COc1ccc(OC)c(CN2C(=O)c3ccccc3C2C(=O)NCC2CCCO2)c1 (centres undefined)	-11	3	-11	0.1	-1	10	4	-11	-21	0
Cc1sc2ncn(CC(=O)NCCCC(=O)N3CCC(C)CC3)c(=O)c2c1C	-1	-1	1	-0.5	1	-10	0	14	-8	2
Cc1ccc(S(=O)(=O)NCC2CCC(C(=O)NCc3cccs3)CC2)cc1 (centres undefined)	-8	-1	-11	-0.5	-3	-2	3	2	-12	0
(list continues)
SMILES	MITF act	Wnt bcat act	SR-BI HDL uptake	CDK5 p35 inh	NSD2 HMT inh	dFosB activator	HTR5A ag ctr	HTR5A inv ag	PvdQ acylase	V-ATPase pH
CCOc1ccc(C(=O)Nc2cccc(SC)c2)cc1	84*	11	20	2.9	-4	-5	4	-7	3	4
CNS(=O)(=O)c1cccc(C(=O)OCC(=O)Nc2ccc(Cl)cc2F)c1	12	2	-17	-1.4	1	-5	4	-10	-9	4
CCN(c1ccc(NC(=O)COC(=O)c2ccc([N+](=O)[O-])o2)cc1)C(C)C	-12	2	8	0.9	-4	-10	3	17	2	-1
CCC(C)Sc1cccc(-c2nc3ccc(Cl)cn3c2NCc2ccccc2)c1 (centres undefined)	27	·	51	1.4	·	16	5	-20	1	-13
CCOC(=O)C1CCN(C(=O)COC(=O)CN(C)S(=O)(=O)c2ccc(NC(C)=O)cc2)CC1	-3	-1	-28	1.3	-1	1	-1	-2	-4	-1
COC(=O)c1c(C)c(C)nc(N)c1C#N	4	·	4	0.3	-2	-5	-2	7	-6	4
O=C(NCc1cn2ccccc2n1)c1ccc(Br)o1	9	-3	2	1.1	·	-5	8	-24	5	0
COc1ccccc1-n1cnnc1SCC(=O)c1c[nH]c2ccccc12	-10	-10	-35	-0.1	-2	-4	-3	7	-16	2
COCCn1c(-c2ccsc2)nc2c1c(=O)[nH]c(=O)n2CC(C)C	6	·	-22	-0.8	-1	-1	-2	19	-5	-3
O=[N+]([O-])c1cccc2c(S(=O)(=O)N3CCCCC3)cccc12	18	-1	·	-0.7	5	1	4	-10	2	0
CCOC(=O)C(C)Sc1nnc(-c2c[nH]c3ccccc23)n1C (centres undefined)	-3	-20	-6	0.9	·	0	-4	-17	-11	-1
COCCN(CCOC)C(=O)c1ccc(SCc2ccc(C)cc2)c([N+](=O)[O-])c1	-2	-2	-20	-0.7	14	0	-4	-8	-1	-3
COc1ccc(C(=O)Nc2ccc3c(c2)OCCO3)cc1Br	·	2	30	0.3	-4	3	2	-9	7	2
O=C(CCN1CCCCC1)NCNC(=O)CCN1CCCCC1	12	-3	-7	1.5	0	-1	4	-1	-6	1
CC1CN(C(=O)CNC(=O)Cc2cccc3ccccc23)CC(C)O1 (centres undefined)	7	1	1	0.2	-3	-2	3	-8	-12	-1
COc1ccc(NS(=O)(=O)c2ccc(F)c(F)c2F)cc1S(=O)(=O)N1CCOCC1	10	8	-15	-1.8	0	0	0	1	-5	0
O=C1Nc2cc(C(=O)N3CCOCC3)ccc2S/C1=C\c1ccccc1	8	2	-6	2.9	4	1	-1	3	8	2
CCOC(=O)c1c(-c2ccc(C)cc2)csc1NC(=O)/C(C#N)=C/c1ccc(O)c(OC)c1	-14	18	34	-2.0	9	-3	-3	3	10	-24
CCOC(=O)NC(=S)Nc1ccc(C(C)(C)C)cc1	·	1	16	0.1	0	-15	-2	-22	-10	2
Cc1ccc[n+](CC(=O)c2ccc(NC(=O)c3ccccc3)cc2)c1	-4	-13	-20	-7.1	1	-16	-4	11	-9	-1
O=S(=O)(NCc1cccs1)NCc1ccccc1F	1	3	-6	0.3	-2	-1	-2	6	-12	-1
O=C1CCc2cc(NS(=O)(=O)c3ccc(F)cc3)cc3c2N1CCC3	3	7	35	-0.6	2	0	5	-16	-11	0
Cc1ccc(CN(C)C(=O)c2cccc(S(=O)(=O)N3CCc4ccccc43)c2)cc1	-1	0	6	0.1	0	-7	2	-8	8	-2
CCCn1c(CCNc2nc(-c3cccc(Br)c3)cs2)nc2ccccc21	-18	-2	19	0.3	·	-8	-6	20	-14	-2
O=C(CN1CCCCC1)Nc1cc(Cl)ccc1Oc1ccccc1	-4	-2	41	2.6	-5	1	8	-21	-15	-1

A second format for 2 compounds above.
Results follow in this order: MITF act	Wnt bcat act	SR-BI HDL uptake	CDK5 p35 inh	NSD2 HMT inh	dFosB activator	HTR5A ag ctr	HTR5A inv ag	PvdQ acylase	V-ATPase pH
> CCOc1ccc(C(=O)Nc2cccc(SC)c2)cc1
  84*	11	20	2.9	-4	-5	4	-7	3	4
> CNS(=O)(=O)c1cccc(C(=O)OCC(=O)Nc2ccc(Cl)cc2F)c1
  12	2	-17	-1.4	1	-5	4	-10	-9	4

(next part)
SMILES	MITF act	Wnt bcat act	SR-BI HDL uptake	CDK5 p35 inh	NSD2 HMT inh	dFosB activator	HTR5A ag ctr	HTR5A inv ag	PvdQ acylase	V-ATPase pH
C/C(=N\NS(=O)(=O)c1ccc(C)c([N+](=O)[O-])c1)c1cccs1	0	23	-14	-5.2	3	-7	6	-21	-9	-1
CCOC(=O)c1cnc(-c2ccccc2)nc1C(F)(F)F	10	-1	-13	-0.5	-4	-1	0	2	-12	-1
Cc1ccc(CN2CCN(Cc3cnc(N(C)C)s3)CC2CCO)o1 (centres undefined)	-9	-2	·	0.2	2	4	10	5	-10	1
CC1CC[C@@]2(OC1)O[C@H]1CC3[C@@H]4C[C@@H](O)[C@@]5(O)C[C@@H](O)[C@H](O)C[C@]5(C)[C@H]4CC[C@]3(C)[C@H]1[C@@H]2C (some centres undefined)	-7	1	-69	0.3	-4	-4	-2	7	2	-1
CSCCC(NC(=O)c1ccco1)C(=O)N1CCC(C(N)=O)CC1 (centres undefined)	-7	0	-11	-2.3	0	4	2	-6	-10	7
Cc1nc(C)c(CCNC(=O)c2ccccc2)s1	-10	5	10	-0.7	0	0	-2	-11	7	-1
CC(=O)Nc1ccc(N2CCCCC2)cc1	6	·	-27	5.1	3	8	-8	18	5	-1
CC(C)COC(=O)C(C#N)c1nc2ccccc2nc1N1CCN(Cc2ccc3c(c2)OCO3)CC1 (centres undefined)	-15	·	16	0.4	3	-8	-2	-7	4	4
Cc1cc(NC(=O)CSc2ccc(-c3ccccc3)nn2)no1	-4	1	9	-0.4	11	-13	2	-7	10	2
CCCCN1C(=O)CCC(C(=O)O)C1c1ccc([N+](=O)[O-])cc1 (centres undefined)	4	2	-24	-1.0	0	8	1	-5	0	2
CNC(=O)c1ccc(N(Cc2ccccc2C)S(C)(=O)=O)cc1	10	-6	-33	0.1	0	0	-3	-6	-4	-1
Cc1ccc(NC(=O)c2ccc(OC(=O)COc3cccc(Cl)c3)cc2)cc1	?	·	3	0.6	-1	-13	-2	-28	-6	1
CCN(CC)S(=O)(=O)c1ccc(NC(=O)c2cc(=O)[nH]c3ccccc23)cc1	5	9	13	0.1	-6	-5	-2	-8	-22	2
Cc1c(C(=O)NCc2ccc3c(c2)OCO3)oc2ccc(S(=O)(=O)N3CCCC3)cc12	3	·	8	1.0	·	0	5	21	-12	2
CC(C)C(=O)Nc1ccc(-c2nc3cccnc3o2)cc1	14	·	13	1.0	-5	-9	4	8	-15	-7
O=C(CN1CCCCCCC1)N/N=C/c1ccc(F)cc1F	-2	·	-32	-0.8	0	-2	0	-21	7	-5
CCn1c(SCC(=O)NC2CC2)nnc1C(C)Oc1ccccc1 (centres undefined)	-5	0	14	-1.0	-1	0	-1	-5	-4	-5
CCCNc1c(NS(=O)(=O)c2ccc(NC(=O)CC)cc2)c(=O)oc2ccccc12	1	3	-4	·	·	-8	-3	4	-9	4
Cc1cc(C)nc(SCC(=O)N/N=C/c2cccn2-c2cccc(C(F)(F)F)c2)n1	-6	·	12	-0.5	8	-12	1	-11	-2	0
Cc1sc(NC(=O)c2ccco2)c(CN2CCN(c3ccccn3)CC2)c1C	-12	·	37	-0.2	·	-5	3	2	-14	-1

Rows are unselected. About 5% of those tested had a hit in this group.
